Screening results from PubChem.
RAD52 inh: blocks human RAD52 DNA annealing. P43351. recombinant RAD52 DNA annealing, FRET fluorescence. inhibition, % at 18.7 µM. 360,000 compounds, 0.46% hits;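 active means every replicate showing at least 50% inhibition; inconclusive means mean inhibition at least 50% but not in every replicate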
Target sequence (P43351 whole entry, looked up): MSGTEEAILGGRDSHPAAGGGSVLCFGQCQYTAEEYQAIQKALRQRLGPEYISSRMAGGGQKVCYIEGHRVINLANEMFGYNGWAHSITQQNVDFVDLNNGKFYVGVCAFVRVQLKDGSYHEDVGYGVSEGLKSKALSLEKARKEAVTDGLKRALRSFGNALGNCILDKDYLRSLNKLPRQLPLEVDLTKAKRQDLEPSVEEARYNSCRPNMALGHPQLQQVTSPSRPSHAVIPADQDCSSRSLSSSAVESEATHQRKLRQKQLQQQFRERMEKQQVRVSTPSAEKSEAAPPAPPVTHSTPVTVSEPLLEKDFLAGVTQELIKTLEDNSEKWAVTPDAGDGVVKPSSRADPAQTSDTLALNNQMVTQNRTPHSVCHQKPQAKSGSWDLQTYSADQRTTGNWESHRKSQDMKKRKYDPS
E-selectin induc: induces E-selectin expression in human endothelial cells; P16581; HUVEC E-selectin immunofluorescence imaging; normalized: neutral wells 0, TNF-alpha wells 100; activation, % at 7.58 µM; 260,000 compounds, 0.37% hits; AID 686992;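 active means mean E-selectin-positive cell signal at least 10% of the positive control, reached in at least 60% of replicates, without over 20% cell loss; inconclusive means no rule given, readout overlaps actives, possibly toxicity-flagged; inactive means the rest, including those meeting only one limit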;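 further: in these data hits start at about 27%; measured in HUVEC primary endothelial cells; signal is the percent of cells scored E-selectin positive by PE staining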
Target sequence (P16581 whole entry, looked up): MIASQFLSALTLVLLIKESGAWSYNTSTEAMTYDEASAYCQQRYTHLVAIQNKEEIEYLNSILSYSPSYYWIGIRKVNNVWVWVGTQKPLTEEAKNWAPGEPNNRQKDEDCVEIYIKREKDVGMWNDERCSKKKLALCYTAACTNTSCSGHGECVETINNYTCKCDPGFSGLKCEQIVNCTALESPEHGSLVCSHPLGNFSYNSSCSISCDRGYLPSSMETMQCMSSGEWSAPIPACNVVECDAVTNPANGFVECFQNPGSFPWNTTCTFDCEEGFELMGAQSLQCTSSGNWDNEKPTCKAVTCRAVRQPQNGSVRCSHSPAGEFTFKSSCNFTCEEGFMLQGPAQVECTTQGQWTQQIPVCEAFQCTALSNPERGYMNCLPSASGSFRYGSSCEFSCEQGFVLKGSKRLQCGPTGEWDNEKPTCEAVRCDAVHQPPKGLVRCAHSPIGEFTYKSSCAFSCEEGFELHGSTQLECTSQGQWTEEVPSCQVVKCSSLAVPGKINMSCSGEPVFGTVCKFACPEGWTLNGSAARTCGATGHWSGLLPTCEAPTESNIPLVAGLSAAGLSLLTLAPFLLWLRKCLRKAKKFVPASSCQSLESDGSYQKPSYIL
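Material: HUVEC primary endothelial cells; Amount: 3,000 cells per well; Dosing: single concentration; Medium: EGM-2 growth medium on 0.1% gelatin-coated wells; Read-out basis: percent E-selectin-positive cells; Signal: immunofluorescence imaging; Control set: TNF-alpha, DMSO.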
RAD54 branch: blocks human RAD54 Holliday junction branch migration | Q92698 | FAM/BHQ fluorescence | inhibition, % at 10.4 µM | 360,000 compounds, 0.14% hits | AID 602329;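 active means mean normalized replicate activity at least 40 and at least half of replicates scoring 40 or more; inconclusive means only one of the two criteria met; inactive means mean below 40 and under half of replicates reaching 40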;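 further: 0% = median of neutral control wells and 100% = median of positive control wells; inhibitors cause a drop in the FAM fluorescence signal; in these data hits start at about 50%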
ERp5 block: blocks human ERp5 reductase activity on insulin. Q15084. ERp5 insulin aggregation, absorbance 650 nm, 90 min. inhibition, % at 9.99 µM. 350,000 compounds, 0.05% hits;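 active means mean replicate inhibition above about 25%, with every replicate also reaching it, limit read from the data, passing the limit was not always enough; inconclusive means only one of those two criteria met; inactive means neither criterion met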
esBAF inh: inhibitors of esBAF chromatin remodeling in mouse ES cells. Bmi1-luciferase knock-in reporter, 24 h; 100% = twice the neutral-well signal. reporter increase, % at 12.5 µM. 350,000 compounds, 2% hits. AID 602393; in the data active means activation above about 40%; inconclusive means no clear call, values can overlap the other calls;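 further: 0% = median of the plate's neutral control wells and 100% = double that signal; a rise in the Bmi1 reporter signal indicates esBAF inhibition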
XiGFP reactiv: reactivates the inactive X chromosome in mouse fibroblasts. 360,000 compounds, 0.055% hits. AID 743238. activation, % at 7.58 µM. XiGFP mouse fibroblasts, % GFP-positive cells imaging, 3 d; cells co-treated with 5-aza-dC sensitizer; scaled so ellipticine positive control = 100%;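 active means mean normalized replicate activation at least 10% and every replicate at or above 10%; inconclusive means only one of the two criteria met; inactive means mean below 10% and not all replicates reach 10%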;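 further: 0% = median of on-plate neutral control wells and 100% = ellipticine 6 µM median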
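System: 68-5-11 XiGFP fibroblast line | Buffer or medium: DMEM containing 5-aza-dC | Compound: Single point | Times: Compounds 3 days, fix/stain 15 min at room temperature | Benchmarks: Positive control ellipticine, 6 µM final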
S100A4 MyoIIA: inhibitors of human S100A4 binding to myosin IIA peptide. S100A4/TAMRA-MyoIIA peptide fluorescence polarization. 360,000 compounds, 0.14% hits. inhibition, % at 10.7 µM. P26447;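 active means mean inhibition of at least 70% across replicates, with every replicate also reaching that level; inconclusive means mean inhibition reaches 70% but some replicates fall short; inactive means mean inhibition below 70%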
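incubation = readout 5 min after mixing, signal stable up to 60 min | system = S100A4 monomer protein | buffer or medium = HEPES pH 7.2 with CaCl2, KCl, NaCl, DTT, Triton | benchmarks = neutral control DMSO, positive control TFP | also added = fluorescent myosin IIA peptide, 5 nM | compound dosing = one concentration per compound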
ERAP1 inh: inhibitors of human ERAP1 aminopeptidase; Q9NZ08; recombinant ERAP1, Leu-AMC fluorescence, 60 min; inhibition, % at 10.7 µM; 340,000 compounds, 0.15% hits;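 active means mean replicate inhibition of at least 30%, or all replicates individually reaching that 30% level; inactive means mean below 30% and not every replicate reaching it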;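 further: 0% = neutral control wells and 100% = L-leucinethiol positive control wells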
* marks the source's active call; other numbers are inactive results; ? = inconclusive; . = not tested or not shown. An unsorted share of the library. Share with any hit: about 2.5%.

structure	ERp5 block	E-selectin induc	RAD54 branch	XiGFP reactiv	ERAP1 inh	esBAF inh	RAD52 inh	S100A4 MyoIIA
COc1cccc(NC(=O)CCC2CCN(C(=O)C(OC)c3ccccc3)CC2)c1 (configuration not stated)	-1	0.2	.	0.0	3	.	-9	14
C=CCNC(=O)c1c(CSc2ccc(Cl)cc2)noc1C(=O)NCc1ccccc1	2	0.2	1	-0.1	3	2	10	-3
NC(=O)CSc1nnc(COc2cccc3ccccc23)o1	3	.	1	0.0	-3	-6	-28	17
COC(=O)CSc1ncc(S(=O)(=O)c2ccccc2)c(=O)[nH]1	2	0.1	4	0.0	1	-2	-13	16
Cc1cccc(CNC(=O)Nc2nnc([C@@H]3C[C@H](O)[C@@H](CO)O3)s2)c1	-2	4.9	4	0.0	2	-6	-9	1
O=C(CSc1n[nH]c(-c2ccccc2)n1)N1CCCC1	-7	.	1	.	0	6	-8	-3
O=C(Nc1ccc2c(c1)CCC2)c1ccc(Cl)nc1	0	2.9	-3	0.4	-1	82*	-29	7
CCN(CC)CCN(Cc1cc2cccc(C)c2[nH]c1=O)C(=S)Nc1ccccc1	-3	6.7	.	0.0	5	.	-9	3
O=C(O)c1ccc(N2C(=O)Nc3ccccc3N2O)cc1	3	.	.	0.3	-3	.	-22	-4
CS(=O)(=O)Nc1cccc(-c2cnc3ccccc3n2)c1	-1	0.4	.	0.0	2	32	-5	10
O=C(CCC1CCCC1)Nc1ccc(C(=O)NCc2cccnc2)cc1	0	.	.	0.1	-10	.	-12	-3
CNC(=O)C[C@@H]1CC[C@H]2[C@@H](COC[C@@H](O)CN2S(=O)(=O)c2cccc(Cl)c2)O1	1	0.2	-6	0.2	-1	-4	7	1
CC(C)CC#Cc1cnc2c(c1)C(=O)N([C@H](C)CO)C[C@@H](C)[C@H](CN(C)C(=O)NC1CCCC1)O2	0	0.1	1	0.9	0	8	-6	0
COCCNC(=O)C1(C)CCN(C(=O)c2ccc3ccccc3n2)C1 (configuration not stated)	-2	0.3	2	0.0	-1	-4	-2	-3
CC(OC(=O)c1cc(=O)[nH]c2ccccc12)C(=O)NCc1ccccc1 (configuration not stated)	0	0.2	0	0.0	-3	.	-10	-10
O=c1[nH]cc(S(=O)(=O)N2CCCc3ccccc32)c(=O)[nH]1	0	-0.2	.	0.3	3	.	-4	-1
Cc1ccc(S(=O)(=O)N2CCOCC2)cc1C(=O)NCCCN1CCCC1=O	1	-1.3	-5	0.1	-2	-5	-21	6
O=C(O)c1ccc(N=C2c3ccccc3-c3ccccc32)cc1	7	-0.6	.	0.4	0	13	-10	-10
O=C(CCN1CCOCC1)c1ccc(N2CCCCC2)cc1	0	0.1	-2	0.8	-1	-21	-12	-4
C=CCC1(CC=C)CC(Cc2cnccn2)N(C(=O)OC(C)(C)C)C1 (configuration not stated)	-3	0.1	7	0.1	9	0	-7	-3
COc1ccc(NC(=O)CS(=O)(=O)Cc2ccccc2)c([N+](=O)[O-])c1	-6	3.8	0	0.2	-1	.	-21	-2
Cc1ccc(CN2CC(=O)N3[C@@H](CO)[C@@H](c4ccc(Br)cc4)[C@@H]3C2)cc1	-11	-0.7	.	0.2	0	.	-2	6
Cc1ccc(NC(=O)NNC(=O)COc2ccc3ccccc3c2)cc1	-1	-0.8	7	0.0	1	.	-9	8
C[C@H]1CN([C@@H](C)CO)C(=O)c2cccc(NS(=O)(=O)c3cccs3)c2O[C@@H]1CN(C)C(=O)Nc1cccc2ccccc12	-2	0.1	-4	-1.1	-1	-2	-3	-40
Cc1sc(NC(=O)CSc2nnnn2C)c(C#N)c1C	7	.	-3	0.1	3	-4	-31	-1
O=C(C[C@H]1CC[C@@H]2[C@H](COC[C@@H](O)CN2C(=O)c2cccnc2)O1)NCC1CC1	2	0.0	1	0.1	0	2	-36	-27
COc1cc(CC(NC(C)=O)C(=O)NC2CCN(C(=O)Nc3ccc(C)cc3)CC2)cc(OC)c1 (configuration not stated)	4	.	-14	0.1	-1	-5	-10	3
CCOC(=O)C1CCN(C2=NC(=O)/C(=C/c3ccccc3OC)S2)CC1	3	1.1	-2	0.0	0	-1	-24	1
C[C@H](CO)N1C[C@H](C)[C@H](CN(C)C(=O)Nc2ccc(F)cc2)Oc2ccc(NC(=O)CCCCCC(=O)Nc3ccccc3N)cc2CC1=O	-2	-21	.	-0.7	1	3	4	4
C[C@@H]1CN([C@H](C)CO)C(=O)c2cc(NC(=O)Nc3cccc4ccccc34)ccc2O[C@@H](C)CCCCO[C@H]1CN(C)S(=O)(=O)c1ccccc1	-2	.	-2	0.4	-2	-1	-19	-21
COc1ccc(CN2CCN(C3CCC3)CC2CCO)c(C)c1C (configuration not stated)	?	0.2	-13	0.0	-2	3	-12	-2
CCOc1ncccc1C(=O)Nc1ccc(S(=O)(=O)NC2=NCCCCC2)cc1	-5	-0.1	.	0.0	5	.	-4	3
O=C(Cc1ccccc1)NCCc1cnc[nH]1	-5	0.2	-14	0.1	0	0	-9	-4
Cc1cc(Br)ccc1NC(=O)CN1C(=O)C2C3CC(c4ccccc4)C(C3)C2C1=O (configuration not stated)	1	.	.	.	-4	.	-7	-1
C#CCOCCOCCOCCNc1nc(N2CCN(C(=O)[C@H](CCC(=O)O)n3cc([C@@H](N)CCCCN)nn3)CC2)nc(N2CCN(C(=O)[C@H](CCC(=O)O)n3cc([C@@H](N)CCCCN)nn3)CC2)n1	4	0.0	-14	-0.1	-6	1	0	1
Cc1cccc(C(=O)NCCCNC(=O)c2ccc(C)nc2)c1	4	.	-2	0.0	-2	-1	-1	11
CC(OC(=O)CSCC(=O)Nc1ccc(Cl)cc1)C(=O)N(C)Cc1ccccc1 (configuration not stated)	1	.	-6	0.2	0	.	8	42
COc1ccc(S(=O)(=O)Nc2ccc3c(c2)CC(=O)N([C@@H](C)CO)C[C@@H](C)[C@@H](CN(C)CC2CCCCC2)O3)cc1	-1	-0.6	-1	0.1	-1	0	5	-14
CCc1cnc(N2[C@H](CO)[C@H](c3ccc(C#CC(C)C)cc3)[C@@H]2C#N)s1	-3	0.6	7	0.2	-5	9	-14	-15
O=c1c2ccccc2[nH]c(=S)n1-c1cccc(S(=O)(=O)N2CCCC2)c1	2	.	.	0.0	-1	-8	-18	2
O=C(C[C@H]1C=C[C@@H](NC(=O)C2CCOCC2)[C@H](CO)O1)NCc1ccncc1	1	-0.7	-6	0.0	-2	4	-8	-8
Fc1ccc(-c2nnc(-c3ccc4ccccc4c3)o2)cc1	0	1.6	-4	0.0	1	7	-79	5
COc1ccc(S(=O)(=O)Nc2cc3c4c(c2)CC(=O)N4CCC3)cc1OC	-2	0.0	-3	-0.2	4	3	11	-2
Cc1cc(Cl)ccc1C(O)c1ncc(-c2cccc(C(F)(F)F)c2)[nH]1 (configuration not stated)	-6	0.4	2	0.6	-6	-2	-9	-5
Cc1ccc2sc(=O)[nH]c2c1	1	0.0	-2	0.0	4	-3	-5	0
CCOc1ccc2nc(SC(CC)C(=O)Nc3cc(C)on3)sc2c1 (configuration not stated)	3	.	-1	.	0	-9	3	-1
CC(C)NC(=O)N(C)C[C@H]1Oc2ncc(C#CCc3ccccc3)cc2C(=O)N([C@@H](C)CO)C[C@@H]1C	0	-0.2	3	-1.0	10	2	6	1
O=C(c1cccc(F)c1)N1C[C@@H]2[C@H](c3ccccc31)[C@@H](CO)N2C(=O)C1CCOCC1	1	-0.1	-26	0.4	2	-2	0	33
Cn1c(C(=O)NCCOc2ccccc2Cl)cc(=O)n(C)c1=O	3	0.6	-19	0.0	1	1	-22	1
Cc1cccc(NC(=O)COC(=O)C2C3CC4OC(=O)C2C4C3)c1C (configuration not stated)	7	.	.	0.2	-2	-7	-9	0
CCCOC(=O)c1cccc(Nc2nc(-c3cccnc3)nc3ccccc23)c1	-1	.	.	0.2	-9	.	-38	-5
CCCc1c(C)nc2scc(-c3ccc(Cl)cc3)n2c1=O	-11	-0.1	-23	0.0	1	4	-2	2
CC(NC(=O)COC(=O)/C=C/c1ccc([N+](=O)[O-])cc1)c1ccccc1 (configuration not stated)	-8	-2.5	.	0.0	-1	.	-1	-13
Cc1ccc(C)c(NC(=S)N2CCCC2)c1	3	0.2	-10	0.0	-1	.	-7	-5
Cn1c(=O)c2c(nc(NCCc3ccccc3)n2Cc2ccc(F)cc2)n(C)c1=O	-4	-0.2	-4	-0.1	1	-30	1	-2
Cc1cccc(C(=O)Nc2ccc(NC(=O)c3ccccc3)cc2)c1	3	0.5	-8	0.1	0	-2	-12	0
CC(C)Cc1nnc(NC(=O)CCC(=O)N2CCN(Cc3ccc(Cl)cc3)CC2)s1	3	.	.	0.2	-1	.	-8	-4
C[C@H]1CN([C@@H](C)CO)S(=O)(=O)c2ccc(C#Cc3ccccc3)cc2O[C@H]1CN(C)C(=O)C1CC1	1	0.0	-8	0.0	4	10	-24	0
CC(C)(C)c1cnnn1-c1ccc(-c2csc(N)n2)cc1	-2	.	4	.	-2	19	2	18
Cn1cnc(S(=O)(=O)N[C@H]2CC[C@@H](CC(=O)N3CCN(c4ccccc4)CC3)O[C@H]2CO)c1	3	-0.4	-3	-0.5	-1	2	-3	9

(more compounds)
structure	ERp5 block	E-selectin induc	RAD54 branch	XiGFP reactiv	ERAP1 inh	esBAF inh	RAD52 inh	S100A4 MyoIIA
O=C(Nc1ccc(-c2ccc3nncn3n2)cc1)C1CCCC1	-6	-0.4	6	-0.1	.	14	-24	2
Cc1cccc2[nH]c(CN(C)Cc3nc(CC4CC4)no3)nc12	-2	4.7	-2	-0.1	-2	1	-4	-1
COc1ccc(-n2nc(C(N)=O)nc2-c2ccccc2)cc1	-3	.	0	1.3	0	-6	-9	-7
O=C(CCc1nc2ccccc2c(=O)[nH]1)NNC(=O)c1cccc(Cl)c1	-6	1.2	4	0.0	-4	.	-24	-7
CC(C)C(=O)NC(=S)N(Cc1ccccc1)Cc1ccccc1	1	.	.	-0.1	1	.	-6	-1
O=C(NCCO)C(O)C(O)C(=O)NCCO (configuration not stated)	4	.	.	0.0	8	-4	-17	1
O=C(NCc1ccccc1)C(c1ccccn1)N(C(=O)c1csnn1)c1ccccc1F (configuration not stated)	-2	.	7	0.0	-3	-3	-9	1
Cc1noc(C)c1NC(=O)N(C)C[C@@H]1Oc2ccc(NS(=O)(=O)c3ccc(Cl)cc3)cc2C(=O)N([C@@H](C)CO)C[C@H]1C	3	-0.4	-19	-1.0	3	-6	9	0
COc1ccc(N2CC(C(=O)N[C@H](C(=O)NC3CCCC3)C(C)C)CC2=O)cc1 (some centres not stated)	3	.	-19	0.3	0	-5	-5	5
